Screening results as filed in PubChem.
MITF act: activators of MITF-driven TRPM1 promoter activity in SK-MEL-5 cells | AID 588334 | actives 0.75% (n = 300,000) | SK-MEL-5 TRPM1-promoter luciferase, 24 h; % of positive control, neutral wells = 0 | activation, % at 12.5 µM;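 active = mean activation of at least 80% with every replicate also reaching 80%; inconclusive = mean reaches 80% but some replicate falls short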;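 note: 0% = neutral control wells and 100% = parthenolide positive control wells; values of inactives mirror those of a sister screen read the other way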
HTR5A ag: HTR5A agonism, opioid heterodimer counter-screen; activation, % at 9.3 µM; HTR5A agonist assay, luminescence, cell-based; P47898; AID 504692; actives 0.61% (n = 340,000); in the data active = activation mostly above about 9.5%, no sharp cut-off; inactive = mostly below about 7.6%;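 note: 0% = cells with vehicle only and 100% = reference agonist; strong numbers were not always called active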
SR-BI HDL uptake: mouse SR-BI HDL lipid transfer inhibition; Q61009; inhibition, % at 12.5 µM; ldlA[mSR-BI] CHO cells, DiI-HDL uptake fluorescence, 3 h; actives 0.96% (n = 320,000);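 active = mean replicate inhibition of at least 70% and a set share of replicates each scoring 70 or more; inconclusive = meets just one of the two criteria; inactive = fails both criteria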;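 note: 0% = median of neutral control wells and 100% = median of positive control wells; values of inactives mirror those of a sister screen read the other way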
Target sequence (Q61009 whole entry, looked up): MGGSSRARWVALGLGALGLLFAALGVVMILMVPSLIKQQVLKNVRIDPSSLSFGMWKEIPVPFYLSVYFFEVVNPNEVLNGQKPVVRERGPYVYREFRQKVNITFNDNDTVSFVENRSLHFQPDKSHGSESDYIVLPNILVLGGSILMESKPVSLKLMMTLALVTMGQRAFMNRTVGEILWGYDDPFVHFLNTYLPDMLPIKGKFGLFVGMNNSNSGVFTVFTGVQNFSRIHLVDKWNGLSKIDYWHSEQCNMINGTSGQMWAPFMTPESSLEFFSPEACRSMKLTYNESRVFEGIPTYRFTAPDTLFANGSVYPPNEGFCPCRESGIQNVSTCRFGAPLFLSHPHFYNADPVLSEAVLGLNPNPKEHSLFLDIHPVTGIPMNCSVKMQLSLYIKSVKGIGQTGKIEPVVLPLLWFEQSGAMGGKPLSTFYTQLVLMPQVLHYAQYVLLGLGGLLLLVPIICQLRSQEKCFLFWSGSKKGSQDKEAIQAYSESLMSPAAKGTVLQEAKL
CDK5 p35 inh: CDK5/p35 (human) kinase inhibition | inhibition, % at 10 µM | Q00535+Q15078 | Recombinant CDK5/p35, ADP-Glo luminescence, 60 min | actives 0.01% (n = 330,000);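 active = highest replicate inhibition of at least 50% and at least 75% of replicates reaching 50%; inconclusive = only one of the two criteria met; inactive = both criteria failed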;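 note: plate controls were DMSO neutral control for no effect and GW8510 at 10 µM for full effect; many of its hits are not listed in these tables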
PvdQ inh: blocks Pseudomonas aeruginosa PvdQ acylase activity. actives 0.063% (n = 340,000). purified PvdQ acylase, fluorescence plate reader. inhibition, % at 10 µM; in the data active = inhibition above about 30%, passing the limit was not always enough; inconclusive = no clear call, values can overlap the other calls;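 note: 0% = vehicle neutral wells and 100% = reference inhibitor wells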
V-ATPase pHluor: yeast V-ATPase proton transport regulation by pHLuorin; S. cerevisiae, pHLuorin cytosolic pH fluorescence; response, % at 10 µM; actives 0.37% (n = 350,000); in the data active = response mostly above about 7.3%, no sharp cut-off; inactive = mostly below about 5.4%; note: actives read high; inactives centre near 0; some compounds called inactive have numbers as strong as hits; reference of the scale not given here
dFosB activator: activators of mouse delta FosB homodimer | actives 0.99% (n = 340,000) | P13346 | purified delta FosB, TAMRA-CDK5 oligo fluorescence polarization; percent of positive-control signal above neutral wells | activation, % at 25 µM | AID 493131;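 active = mean activation above about 17%, with every replicate also reaching it, limit read from the data, passing the limit was not always enough; inconclusive = only one of the two conditions met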;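 note: fluorescence polarization rise as delta FosB binds a TAMRA Cdk5 AP-1 oligo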
Target sequence (P13346 whole entry, looked up): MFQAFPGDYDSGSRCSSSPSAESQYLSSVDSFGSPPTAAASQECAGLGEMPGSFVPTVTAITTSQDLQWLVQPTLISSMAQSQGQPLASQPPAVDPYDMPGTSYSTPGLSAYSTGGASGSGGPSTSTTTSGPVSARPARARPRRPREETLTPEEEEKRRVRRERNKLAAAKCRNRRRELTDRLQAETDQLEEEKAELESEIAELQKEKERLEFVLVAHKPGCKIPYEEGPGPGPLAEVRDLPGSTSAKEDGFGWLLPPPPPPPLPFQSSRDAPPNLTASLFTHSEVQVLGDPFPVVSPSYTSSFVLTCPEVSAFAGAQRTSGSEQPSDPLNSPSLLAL
HTR5A inv ctr: counter-screen for OPRM1-OPRD1 inverse agonists: human HTR5A inverse agonism; AID 504634; actives 0.083% (n = 340,000); P47898; HTR5A cell line, luminescence; inhibition, % at 9.3 µM; in the data active = inhibition mostly above about 23%, no sharp cut-off; inactive = mostly below about 18%;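 note: 0% = cells with DMSO and 100% = no-cell wells with DMSO; some compounds called inactive have numbers as strong as hits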
Wnt act: activators of Wnt/beta-catenin signaling. actives 1.2% (n = 300,000). Wnt/beta-catenin reporter cell assay, activator, plate reader. activation, % at 9.35 µM; in the data active = activation above about 30%, passing the limit was not always enough; inconclusive = no clear call, values can overlap the other calls;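 note: 0% = neutral control wells and 100% = positive control wells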
NSD2 HMT inh: inhibitors of human histone methyltransferase NSD2; O96028; NSD2 peptide methylation, AlphaScreen, 120 min; inhibition, % at 12.5 µM; actives 0.54% (n = 310,000); AID 743445; in the data active = inhibition above about 50%
Active calls of the source: *; ? = inconclusive; . = not tested or not shown; & = joins results of further samples.

Fields: MITF act	HTR5A ag	SR-BI HDL uptake	CDK5 p35 inh	PvdQ inh	V-ATPase pHluor	dFosB activator	HTR5A inv ctr	Wnt act	NSD2 HMT inh
- COCCSc1nnc(NC(=O)c2ccc3c(c2)OCO3)s1
    38	4	-11	0.6	-8	0	7	-5	47*	0
- Cc1ccc2c(c1)N(Cc1ccc3c(c1)OCO3)C(=O)C(C)O2 (centres undefined)
    16	5	37	-5.6	-5	2	-4	-18	-2	-9
- O=C(NC(NC(=S)Nc1ccccc1O)C(Cl)(Cl)Cl)c1ccco1 (centres undefined)
    0	7	-18	2.1	-13	-1	-6	-10	.	-1
- Cc1ccc(OCC(O)Cn2c(N3CCOCC3)nc3c2c(=O)[nH]c(=O)n3C)cc1 (centres undefined)
    .	-2	-13	-3.0	-14	1	-9	10	-1	7
- CCOC(CNC(=O)Cn1nc(Cc2ccncc2)c2ccccc2c1=O)OCC
    0	0	-6	2.8	7	1	1	2	1	-2
- CCC1Oc2ccc(C)cc2N(CC(=O)NCCN2C(C)CCCC2C)C1=O (centres undefined)
    -1	-1	-14	-0.6	3	-2	1	-2	-4	1
- Cc1ccc(CN2CCCN(Cc3c(C)cc(C)cc3C)S2(=O)=O)cc1
    -3	4	-20	-1.3	-6	4	-2	-15	-2	-1
- CC1=NCCN1CCNC(=O)Nc1ccc(C(C)(C)C)cc1
    .	.	21	-1.0	-15	0	-1	.	-4	-1
- COC(=O)/C(=C\C=C\c1ccccc1)NC(=O)c1ccccc1
    1	-3	16	0.2	1	4	-6	8	.	-1
- Nc1nc(SCc2ccccc2)cc(SCc2ccccc2)n1
    54	2	10	0.6	2	1	-1	-8	39*	-3
- CC1CC(C)CN(CC(=O)N2CCOCC2)C1 (centres undefined)
    -5	7	.	1.1	-17	-4	1	-19	-1	-3
- Cc1cc2ccccc2cc1CN1CCOCC1
    5	0	-9	1.5	-5	-3	2	-1	1	-1
- CC1(C)CC(=O)C2=C(C1)N(CCN1CCOCC1)C1=C(C(=O)CC(C)(C)C1)C2c1cccc(Cl)c1
    0	0	-26	-1.7	5	-2	-13	18	-2&0	1
- CC(C)c1c(C(=O)N/N=C/c2ccsc2)nnn1-c1nonc1N
    -10	0	2	-0.9	-9	1	-1	-2	0	1
- Nc1nc(SCc2ccccc2)c2ncn(C3CCCO3)c2n1 (centres undefined)
    46	0	-3	-0.9	-12	5	-1	-1	-1	0
- COC(=O)c1sc(S(=O)(=O)N2CCN(c3ccccc3)CC2)c(C(=O)OC)c1C
    .	0	4	0.7	-15	-2	-2	18	.	-1
- O=C(NCCSCc1ccco1)Nc1ccccc1
    29	2	-9	3.4	-13	-4	1	1	-3	-1
- CC1C(c2ccccc2)C(C#N)(C#N)C2(C#N)C(=O)NC1(N)C2C (centres undefined)
    1	-2	-16	-1.8	-5	-2	-5	6	-1	1
- CC(=O)Nc1ccc(C(=O)N2CCCC2)cc1
    -8	-3	.	1.1	-14	2	3	-2	-3	-1
- O=C(OCC(=O)N1CCC(Cc2ccccc2)CC1)c1ccccc1NCCO
    11	-1	43	0.1	1	6	-16	2	-4	-6
- COc1ccc(S(=O)(=O)N2CCN(S(=O)(=O)c3ccc4c(c3)OCCO4)CC2)cc1
    12	4	-11	1.1	-14	5	-9	-11	.	-1
- COc1ccc(S(=O)(=O)N2CCC(C(=O)NC3CCCC3)CC2)cc1OC
    -2	1	6	0.9	11	0	-7	-2	-1	-7
- N#Cc1c(NC(=O)c2cccc(S(=O)(=O)Nc3ccc(C(=O)O)cc3)c2)sc2c1CCCC2
    -14	2	.	-0.7	-6	0	5	-5	0	.
- Cc1ccc(S(=O)(=O)N(C)C)cc1NC(=O)C(C)OC(=O)c1ccc2c(c1)OCCO2 (centres undefined)
    -5	6	-3	-0.9	-8	-1	-11	9	-2	0
- Cc1ccc2nc(N(CCN(C)C)C(=O)c3ccc4c(c3)OCCO4)sc2c1
    28	14*	10	0.3	-17	-1	-9	-40	7	15
- Cc1nnc(SCC(=O)Nc2ncc(Cc3ccc(F)cc3)s2)n1N
    13	-2	-17	-0.5	8	-1	12	3	-2	12
- CCCCCC(=O)N/N=C/c1cccs1
    2	2	-3	-1.8	-10	1	1	-23	0	-3
- COc1cc2cc(CCCOC(=O)c3ccc(F)cc3)oc(=O)c2cc1OC
    -6	-2	15	-0.7	-3	-3	1	-31	-4	.
- Cn1c(Cl)cnc1C(O)c1ccccc1 (centres undefined)
    2	0	-14	4.1	-7	-5	5	-5	-2	-3
- CCOc1ccc(C(C(=O)NCC2CCCO2)N(Cc2cccnc2)C(=O)c2snc(C(N)=O)c2N)cc1 (centres undefined)
    4	2	0	-1.9	-7	-2	2	1	-4	.
- CCCCCC1CC(CC/C(C)=N/NC(N)=O)C(=O)O1 (centres undefined)
    .	-2	.	-1.6	-9	2	-12	6	2	-5
- C/C(=C\C=C\c1ccccc1)C(=O)c1c(C)cc(C)[nH]c1=O
    -8	0	3	-1.3	6	-2	0	7	8	-5
- CCn1c(Cc2ccccc2)nnc1SCC(=O)Nc1ccc2c(c1)OCCO2
    -3	-1	-5	-2.4	-8	0	-1	-3	.	-2
- CC(=O)c1cnc2c(C(=O)O)cnn2c1C
    -4	-6	-10	-1.9	2	0	-3	-17	-1	0
- COc1ccccc1NC(=S)NN=C(C)c1ccccn1
    -51	2	8	1.3	11	-3	-8	-8	-4	6
- Cc1nc2c(-c3ccc(F)cc3)c(C)nn2c(C)c1CCC(=O)N1CCN(c2ccccn2)CC1
    -7	1	1	-3.8	-16	5	-7	-3	0	.
- CN1CCN(CC(=O)Nc2cc(S(=O)(=O)N3CCOCC3)ccc2Cl)CC1
    -6	2	-41	-9.5	-14	-2	4	-4	2	0
- Cc1nc(N2CCN(c3ccccc3F)CC2)[nH]c(=O)c1C
    .	-2	-12	-0.2	-10	-2	0	9	1	-2
- O=C(Nc1ccn(-c2ccccc2)n1)c1ccc(S(=O)(=O)N2CCCCCC2)cc1
    2	1	45	-1.6	-10	0	-6	-2	.	-3
- CCn1cc(C2=NCCO2)c2ccccc21
    -6	5	-10	-3.3	-8	1	0	-23	-4	.
- COc1ccc(C(C(=O)Nc2ccc(C(C)C)cc2)N(C)C(=O)CNC(C)=O)cc1 (centres undefined)
    10	0	-17	1.5	-1	0	-13	-2	.	14
- CCN(CC)S(=O)(=O)c1ccc(N2CCOCC2)c(NS(=O)(=O)c2cc(C(C)(C)C)ccc2C)c1
    10	5	3	-0.3	-4	3	-12	-19	-1	-4
- CC(C)(C)N1CC2([N+](=O)[O-])CN(C(C)(C)C)CC([N+](=O)[O-])(C1)C2
    -10	7	-48	-0.3	-18	1	-4	-16	.	1
- COc1ccc(C=O)cc1OC(=O)N1CCOCC1
    -4	0	41	-1.1	-13	-1	3	2	-1	-1
- CCCC[C@@H]1CN=C(N)N1CCc1cc(C(F)(F)F)cc(C(F)(F)F)c1
    -5	4	12	0.2	-7	14*	5	-10	-4	.
- Cc1cc(-c2cc(C(=O)NC3CCCC3)on2)nc(NCC2CC2)n1
    -7	3	23	-0.1	9	-1	6	-8	-2	.
- O=C(COC(=O)CC1CCCC1)Nc1cc2c(cc1Cl)C(=O)c1ccccc1C2=O
    29	4	9	0.7	6	2	-11	-24	39*	0
- NC(=O)CCN1CCN(Cc2cn[nH]c2-c2cccc3ccccc23)CC1
    2	-2	-13	0.4	-13	-2	-5	4	-5	5
- O=C(CN1C(=O)S/C(=C\c2ccccc2Cl)C1=O)NC1C=CS(=O)(=O)C1 (centres undefined)
    -20	1	-8	0.6	-17	0	-3	4	1	-7
- Cc1ccc2[nH]c3c(=O)n(CCN4CCNCC4)cnc3c2c1
    -10	3	-14	0.8	3	0	-1	-9	1	.

Continuation:
Fields: MITF act	HTR5A ag	SR-BI HDL uptake	CDK5 p35 inh	PvdQ inh	V-ATPase pHluor	dFosB activator	HTR5A inv ctr	Wnt act	NSD2 HMT inh
- Cc1nn(-c2ccncc2)c2c1C(=O)CC(C)(C)C2Br (centres undefined)
    8	3	-27	18	-15	2	1	-12	-1	.
- CN1CCN(C(=O)CCN2C(=O)/C(=C\c3ccc(Cl)cc3Cl)SC2=S)CC1
    .	3	35	-0.4	24	-2	10	2	-3	15
- CCN(CC)S(=O)(=O)c1cccc(NC(=O)c2ccc(S(=O)(=O)N3CCCC3)cc2)c1
    -11	13*	41	-5.7	-20	1	-2	3	-3	2
- CCC(C)(C)NC(=O)C(c1ccc(OC)cc1)N(CCOC)C(=O)CCC(=O)Nc1nccs1 (centres undefined)
    -3	2	0	0.7	-11	0	-6	10	4	-1
- CC(=O)Nc1cccc(NC(=O)CSc2nnc(Cc3cccn3C)n2-c2ccc(F)cc2)c1
    -6	2	4	3.1	-25	9	-6	7	-1	6
- Cc1ccc(NC(=O)CN2CCN(CCN=CC3=C(O)CC(C)(C)CC3=O)CC2)cc1
    0	1	-19	0.8	-11	1	-1	-2	.	0
- O=C(OCC(=O)N1CCc2ccccc21)c1ccc(Br)o1
    -7	-3	-5	-0.5	-6	0	-14	13	2	-5
- CSCCC(NC(=O)c1ccccc1)C(=O)N1CCN(Cc2ccc(Cl)cc2)CC1 (centres undefined)
    -9	-7	-1	-3.8	-11	5	-6	-31	-5	1
- COc1ccc(N2CCN(C(=O)COC(=O)[C@@H](NC(=O)c3ccccc3Cl)C(C)C)CC2)cc1
    -4	0	8	-0.3	-15	2	-5	1	0	-3
- O=C(NNC(=S)Nc1ccc(Cl)cc1)c1cccs1
    34	-1	4	6.4	10	-1	-7	2	4	0
- Cc1ccc(NS(=O)(=O)c2ccc(-n3cccn3)cc2)cc1F
    -4	1	-1	1.0	7	5	2	-15	3	-4
- Cc1cc(=O)[nH]c(SCCOc2cccc(C(F)(F)F)c2)n1
    5	10	-28	-1.6	2	-1	-7	-3	-1	-1
- O=C(COc1ccccc1Cl)NCc1ccncc1
    .	0	7	1.4	-13	2	-3	-11	0	0
- COc1ccccc1N1C(=O)c2ccc(C(=O)Nc3ccccc3O)cc2C1=O
    8	1	3	-3.0	-19	-3	-5	-3	2	8
- Cc1ccc(N2CCN(C(=O)NC3CCCCC3)CC2)c(C)c1
    .	1	24	0.1	-1	2	-7	-4	-1	23
- COc1ccc(C(=O)NC2CC2)cc1OC1CCN(Cc2ccc(F)c(F)c2)CC1
    -13	3	-7	1.0	-13	-3	-3	-9	-8	2
- O=C(CCN1C(=O)/C(=C/c2ccccc2Cl)SC1=S)N1CCCC1
    -39	1	6	-1.0	-17	-1	-14	-2	3	0
- C=CCn1c(SCc2csc(-c3ccc(C)cc3)n2)nnc1-c1ccccc1OC
    -7	3	22	-0.1	11	6	-6	-15	.	1
- O=[N+]([O-])c1ccccc1SNc1ccc(Br)cn1
    -3	-3	16	-1.1	-17	4	-8	10	-5	-2
- Cc1cnn(-c2cc(Oc3ccccc3)ncn2)c1
    ?	-1	-25	-0.3	26	-2	0	1	.	1
- Cc1cc(C)n(-c2ccc(C(=O)OCC(=O)Nc3ccccc3F)cc2)n1
    -2	-2	-1	0.6	-6	.	11	-17	-1	4
- CCCCn1c(N)c(N(CCOC)C(=O)COC(=O)CSc2cc(C)c3ccccc3n2)c(=O)[nH]c1=O
    6	5	-1	-2.1	-13	1	-9	-12	-1	-2
- O=C(CN1CCN(Cc2ccccc2)CC1)NNC(=O)c1ccc(Cl)cc1
    -2	-4	-9	-1.3	1	-1	2	10	-3	0
